# ELG1 DNA repair – qHTS screen for small molecules that inhibit ELG1-dependent DNA repair in human embryonic kidney (HEK293T) cells expressing luciferase-tagged ELG1. HEK293T ELG1-luciferase reporter, luminescence, 16 h; DNA damage induced by 5-fluorouridine. actives 2.3% (n = 330,000). Potency, µM (highest dose often 46.1 µM), inactives show at the highest dose activity change, negative = inhibition, usual class: inhibitors; further: potency means the concentration at half of the fitted maximal effect; on the % scale 0 is the no-effect control and ±100 the full control effect; nearly all actives have a fitted effect of over 55% in size
#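 Overnight (16 hr) co-exposure of 2,000 cells/well to 5-fluorouridine and compound at 37 °C preceded detection. Luciferase was quantified via ONE-Glo luminescence; loss of signal denotes inhibition.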
# MLL CXXC-DNA inh – qHTS Fluorescence Polarization Assay for Inhibitors of MLL CXXC domain - DNA interaction; Histone-lysine N-methyltransferase 2A (Homo sapiens), Q03164; MLL-CXXC / FITC-HOXA9 DNA fluorescence polarization; Potency, µM (highest dose often 115 µM), for inactives: at the highest dose activity change, negative = inhibition, usual class: inhibitors; actives 0.037% (n = 290,000); AID 2662, 2010; active means well fitted inhibition curve with a large enough effect in the polarisation, with a control signal flat, not every such curve was filed as active; inconclusive means small, poorly fitted or top-dose-only effect, or effect the other way, or a change in a side signal; inactive means no such curve, though single readings can be large or run the other way; the % refers to the polarisation; further: potency means the concentration at half of the fitted maximal effect
#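 Purified MLL-CXXC (added from a 7 uM solution) was preincubated 5 min at ambient with pinned compounds in 50 mM Tris-HCl pH 7.5, 50 mM NaCl, 1 mM DTT, 0.05% BSA. Fluorescein-labeled HOX-A9 DNA (50 nM solution) followed, 30 min, then polarization read.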
# B2AR arrestin – qHTS assay of beta-arrestin-biased ligands of beta2-adrenergic receptor; Beta-2 adrenergic receptor (Homo sapiens), P07550; beta-arrestin recruitment to beta2AR, cell-based reporter; Potency, µM (top dose mostly 46.1 µM), for inactives: at the highest dose activation, actives largely listed as activators; actives 0.02% (n = 330,000);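 further: potency means the concentration at half of the fitted maximal effect; 0% = DMSO controls and full agonism = EC100 isoproterenol or metaproterenol; nearly all actives have a fitted effect of over 65% in size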
# Target sequence (P07550 whole entry, looked up): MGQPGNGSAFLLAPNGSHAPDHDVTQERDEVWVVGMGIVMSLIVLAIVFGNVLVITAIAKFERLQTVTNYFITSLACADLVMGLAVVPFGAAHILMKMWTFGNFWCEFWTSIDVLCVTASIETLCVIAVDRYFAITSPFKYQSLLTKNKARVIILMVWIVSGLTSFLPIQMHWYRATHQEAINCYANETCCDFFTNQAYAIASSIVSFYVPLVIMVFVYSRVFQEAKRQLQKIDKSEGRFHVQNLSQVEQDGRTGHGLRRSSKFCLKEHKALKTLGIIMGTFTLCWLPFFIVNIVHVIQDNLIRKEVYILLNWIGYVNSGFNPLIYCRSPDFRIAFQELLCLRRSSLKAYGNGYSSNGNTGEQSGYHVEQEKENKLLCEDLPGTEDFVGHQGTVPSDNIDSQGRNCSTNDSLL
# TCR act – Activators of T cell receptors: qHTS campaign; primary human leukocytes, anti-CD3, IL-2 HTRF, 48 h; Potency, µM (top dose mostly 9.22 µM), for the others: at the top dose activation of IL-2 secretion, actives largely listed as activators; 330,000 tested, under 10 active; AID 504894, 2011; further: % of control where 0% means no effect
#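 Human primary leukocytes + a-CD3 beads + cpd, 48 hr; IL-2 in supernatant by HTRF (ex 320nm / em 665nm). No co-stimulatory signal supplied.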
# p53 reactivation – qHTS assay for re-activators of p53 using a Luc reporter | actives 0.063% (n = 320,000) | H1299 p53-A138V BP100-luciferase reporter, luminescence, 24 h | AID 504706, 2011 | Potency, µM (doses to about 92.2 µM), inactives show at the highest dose activity change, positive = activation, actives largely listed as activators; further: potency means the concentration at half of the fitted maximal effect; % of control where 0% means no effect; nearly all actives have a fitted effect of over 45% in size
#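 p53-null H1299 cells stably carrying temperature-sensitive p53-A138V and a BP100-luciferase reporter were pinned with compounds (4-point, 1:5 series) and held 24 hrs at 37 deg C. Luminescence was read 10 min after detection reagent.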
# A-T KAP1 phos – qHTS Assay for Identifying a Potential Treatment of Ataxia-Telangiectasia; […] A-T fibroblasts, KAP-1 phosphorylation AlphaLISA; neocarzinostatin DNA damage 30 min before lysis; Potency, µM (doses to about 57.5 µM), without a hit: top-dose activation, usual class: activators; actives 0.19% (n = 320,000); further: potency means the concentration at half of the fitted maximal effect; % of control where 0% means no effect; nearly all actives have a fitted effect of over 45% in size
#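 hTERT-immortalized A-T patient fibroblasts ([…]), 500 cells/well in OPTI-MEM, 1% FBS, got compounds for 60 min, then NCS for 30 min at 37C. Lysates were then assayed for phospho-KAP-1 by AlphaLISA (anti-pKAP1 donor, anti-KAP1 acceptor beads), 6 hr at 25C.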
# BRCA1 expr up – qHTS Assay to Identify Small Molecule Activators of BRCA1 Expression | MCF7-BRCA1-FFLuc reporter, luminescence, 48 h; response scale: scaled: vehicle 0%, 10 µM genistein 100% | Potency, µM (series often up to 46.1 µM), without a hit: top-dose activation, actives largely listed as activators | actives 1.1% (n = 380,000) | AID 624202, 2012; further: potency means the concentration at half of the fitted maximal effect; nearly all actives have a fitted effect of over 80% in size; some results filed as inactive show a strong effect at the top dose
#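 48 h compound treatment of MCF7-BRCA1-FFLuc cells (phenol-red free MEM, 37 °C), then 15 min with luciferase substrate and luminescence imaging.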
# TSG101-PTAP inh – qHTS Assay for Iinhibitors of HIV-1 Budding by Blocking the Interaction of PTAP/TSG101. Tumor susceptibility gene 101 protein (Homo sapiens), Q99816. Fluorescence polarization, FITC-PTAP peptide / Tsg101 binding. Potency, µM (titrated, usually from 115 µM), without a hit: at the highest dose activity change, negative = inhibition, hits mostly inhibitors. 340,000 tested, under 10 active. AID 493005, 2010; active means well fitted inhibition curve with a large enough effect in the main read-out, with a control signal flat, not every such curve was filed as active; inconclusive means small, poorly fitted or top-dose-only effect, or effect the other way, or a change in a side signal; inactive means no such curve, though single readings can be large or run the other way; further: potency means the concentration at half of the fitted maximal effect; % of control where 0% means no effect
# Target sequence (Q99816 whole entry, looked up): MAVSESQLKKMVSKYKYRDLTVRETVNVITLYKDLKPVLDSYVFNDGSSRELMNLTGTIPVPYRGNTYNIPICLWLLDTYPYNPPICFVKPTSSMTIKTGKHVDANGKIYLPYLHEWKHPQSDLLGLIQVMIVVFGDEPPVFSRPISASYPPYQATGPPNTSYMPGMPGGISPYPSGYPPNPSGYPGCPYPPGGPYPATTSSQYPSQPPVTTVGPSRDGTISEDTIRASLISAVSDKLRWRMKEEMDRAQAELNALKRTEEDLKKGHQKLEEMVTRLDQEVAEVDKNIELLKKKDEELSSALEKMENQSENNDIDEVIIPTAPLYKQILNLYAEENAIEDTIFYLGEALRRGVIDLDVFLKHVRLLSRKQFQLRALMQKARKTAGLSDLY
#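 Fluorescence polarization binding of Tsg101 binding domain (10 uM final) to FITC-labeled PTAP peptide (50 nM final) in HEPES pH 7.5 buffer with NaCl, Tween 20, EDTA, TCEP. Compounds added before peptide; binding 20 min at RT.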
# Integrin act MD – qHTS for Activators of Integrin-Mediated Alleviation for Muscular Dystrophy; Potency, µM (doses to about 38.3 µM), without a hit: top-dose activation, most hits filed as activators; alpha7betagal myoblasts, beta-gal FDG fluorescence, 48 h; actives 0.064% (n = 350,000);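 further: potency means the concentration at half of the fitted maximal effect; 100% = response of the positive control SU9516; nearly all actives have a fitted effect of over 60% in size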
#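 alpha7betagal+/- myoblasts (passage 13, 250/well) treated 48 h at 37C with compounds at 1:260 dilution of DMSO stock. Lysed, then beta-galactosidase activity read as FDG fluorescence (ex 480/em 540) after 30 min, with pre-read for autofluorescence.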
# TRPV1 agonist – HTS Assay for Compounds that Act as Agonists of the Vanilloid Receptor 1. TRPV1-expressing cells, Fluo-8 calcium influx, agonist mode. activation, % at 8.33 µM. actives 0.19% (n = 320,000). AID 540275, 2011; in the data active means activation above about 80%; inconclusive means between about 30% and that limit; further: 0% is about no effect
#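 Fluo-8 calcium influx in TRPV1-expressing cells, kinetic read (ex 480/em 520 nm). Compound added and read 3 min for agonist activity, followed by capsaicin at EC20 final and 2 min further read for enhancement.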
# Numbers without * were called inactive; ? = inconclusive; . = not tested or not shown; [ ] = remark or other dose. Unless noted, the call rests on the fitted dose curve; in most records, active means well fitted curve in the direction sought with a large enough effect; inconclusive means small, poorly fitted or top-dose-only effect, or another doubt; inactive means no such curve, though single readings can be large; an effect the other way counts as inactive or inconclusive.
(1) N#C/C(=C/C=C/c1ccccc1)C(=O)Nc1ccccc1
(2) O=C(Oc1ccccc1)N1CCN(c2ccccc2F)CC1
(3) Cc1cccc(N2CCN(C(=O)C3CCC(=O)N(C4CC4)C3)CC2)c1C (configuration not stated)
(4) CNc1ccc(N=Nc2cccc3ncccc23)cc1
(5) COc1ccc(OC)c(S(=O)(=O)N2c3cc(F)ccc3CCC2C)c1 (configuration not stated)
(6) Cc1cnnc2ccc3c(no[n+]3[O-])c12
(7) O=C(c1cc2c(s1)-c1ccccc1S(=O)(=O)C2)N1CCCC1
(8) COc1ccc(CC(=O)OC(C)C(=O)NC2CCCCC2C)cc1 (configuration not stated)
(9) CCn1c2ccccc2c2cc(NC(=O)c3cc(OC)cc(OC)c3)ccc21
(10) CC(C)COc1ccc2[nH]c3c(c2c1)CCCC3=O
Screen / compound no.	1	2	3	4	5	6	7	8	9	10
ELG1 DNA repair	5.8µM*	22%	-1%	.	.	-11%	23%	23%	?	20%
MLL CXXC-DNA inh	0%	-10%	1%	.	10%	-1%	-6%	.	3%	-11%
B2AR arrestin	-0.8%	-0.4%	-0.5%	.	.	-0.3%	-0.3%	-0.3%	-0.3%	0.1%
TCR act	-27%	-3%	6%	3%	.	1%	-3%	-6%	1%[46.1 µM]	2%
p53 reactivation	21%	11%	8%	.	.	8%	10%	-7%	7%	3%
A-T KAP1 phos	8%	2%	-1%	.	.	-1%	12%	1%	-1%	.
BRCA1 expr up	6%	30%	10%	-88%	-19%	1%	14%	-2%	-76%	8%
TSG101-PTAP inh	-6%	1%	-8%	-1%	-2%	-2%	-4%	-1%	2%	-3%
Integrin act MD	-51%[inhibitor]	8%	-17%	-1%	-9%	-35%[inhibitor]	8%	-3%	-17%	21%
TRPV1 agonist	30	?	-1	.	4	-1	-3	4	2	4

(11) CCSc1nnc(NC(=O)C2C3C=CC(C3)C2C(=O)O)s1 (configuration not stated)
(12) CCCOc1ccccc1/C=C1\SC(N2CCCCC2)=NC1=O
(13) CCCCN(C)C(=O)c1cn(C)c2ccc(S(=O)(=O)N3CCC(C)CC3)cc2c1=O
(14) CCOc1ncccc1C(=O)OCC(=O)Nc1ccc(-c2nc3ccc(C)cc3s2)cc1
(15) COc1cc(C2Nc3ccccc3NC3=C2C(=O)CC(c2ccc(OC)c(OC)c2)C3)ccc1O (configuration not stated)
(16) CC1=NN(C(=O)c2ccc(Br)cc2)C(O)(c2ccccc2)C1 (configuration not stated)
(17) Clc1ccc(OCc2nn3c(C4CCCCC4)nnc3s2)cc1
(18) O=C(NC1CCCC1)C(c1cccs1)N(Cc1ccco1)C(=O)c1csnn1 (configuration not stated)
(19) O=C(O)CCC(=O)N1CC=C(c2ccccc2)CC1
(20) CC1CN(c2nc3ccccn3c(=O)c2/C=C(\C#N)C(=O)N2CCOCC2)CC(C)O1 (configuration not stated)
Screen / compound no.	11	12	13	14	15	16	17	18	19	20
ELG1 DNA repair	2%	0%	12%	?	1%	?	4%	2%	?	15%
MLL CXXC-DNA inh	2%	-11%	5%	3%	2%	-3%	8%	10%	10%	-8%
B2AR arrestin	0.2%	-0.8%	0.3%	-0.4%	0.5%	0.0%	-0.2%	-0.2%	0.3%	-0.2%
TCR act	.	-1%	-225%	-4%[46.1 µM]	9%	-5%	-13%	-2%	5%	1%
p53 reactivation	-9%	20%	-6%	.	0%	1%	-10%	0%	9%	-5%
A-T KAP1 phos	.	9%	5%	5%	24%	2%	-7%	0%	-3%	-11%
BRCA1 expr up	3%	18%	0%	-31%	4%	-20%	-28%	-2%	-4%	-5%
TSG101-PTAP inh	-3%	0%	-3%	-1%	-2%	-7%	-1%	0%	-4%	-2%
Integrin act MD	-12%[7.66 µM]	-20%	-10%	17%	3%	-26%	-1%	14%	-13%	-20%
TRPV1 agonist	1	?	2	-11	2	3	-1	3	1	-1

# Part of the list above, with two lines to a compound:
# Below each compound: ELG1 DNA repair	MLL CXXC-DNA inh	B2AR arrestin	TCR act	p53 reactivation	A-T KAP1 phos	BRCA1 expr up	TSG101-PTAP inh	Integrin act MD	TRPV1 agonist
[11] CCSc1nnc(NC(=O)C2C3C=CC(C3)C2C(=O)O)s1 (configuration not stated)
  2%	2%	0.2%	.	-9%	.	3%	-3%	-12%[7.66 µM]	1
[12] CCCOc1ccccc1/C=C1\SC(N2CCCCC2)=NC1=O
  0%	-11%	-0.8%	-1%	20%	9%	18%	0%	-20%	?
[13] CCCCN(C)C(=O)c1cn(C)c2ccc(S(=O)(=O)N3CCC(C)CC3)cc2c1=O
  12%	5%	0.3%	-225%	-6%	5%	0%	-3%	-10%	2

# Remaining list, next part.
(21) CCn1c(C)nc2cc(C(=O)N/N=C/c3ccc(OC)c(O)c3)ccc21
(22) CCCCCCC1C(C#N)=C(N)OC2=C1C(=O)CC(C)(C)C2 (configuration not stated)
(23) COc1ccc(S(=O)(=O)Nc2c(C)c(C)cc3c2ncn3C)cc1
(24) O=S(=O)(c1ccccc1)N1CCN(C/C=C/c2ccccc2)CC1
(25) CNS(=O)(=O)c1cccc(C(=O)OCC(=O)N2CCN(C(=O)c3ccco3)CC2)c1
(26) COc1ccc(-c2cc(=O)c3cc(OC)ccc3o2)cc1
(27) O=C(c1ccccc1)c1cccc(NC(=O)c2ccc(Br)o2)c1
(28) Nn1c(Nc2ccccc2)nc2sc3c(c2c1=O)CCC3
(29) COc1ccc(Cc2nnc(NC(=O)CS(=O)(=O)c3ccc(C)cc3)s2)cc1OC
(30) CCCCn1c(N)c(N(CCOC)C(=O)c2sc3ccccc3c2Cl)c(=O)[nH]c1=O
Screen / compound no.	21	22	23	24	25	26	27	28	29	30
ELG1 DNA repair	3%	-7%	2%	-12%	14%	?	-17%	?	0%	2%
MLL CXXC-DNA inh	0%	-2%	19%	9%	.	-9%	3%	8%	0%	.
B2AR arrestin	-0.8%	-0.2%	0.1%	0.6%	-0.2%	-0.8%	-0.6%	0.1%	-0.3%	0.4%
TCR act	-5%[46.1 µM]	-4%[46.1 µM]	2%	2%	-29%	-42%	-5%	0%	3%	0%
p53 reactivation	1%	2%	2%	3%	2%	?	11%	28%	0%	0%
A-T KAP1 phos	-4%	-4%	2%	-1%	5%	6%	-5%	-2%	-2%	7%
BRCA1 expr up	5%	0%	4%	1%	-15%	?	22%	45%	-2%	1%
TSG101-PTAP inh	-2%	-1%	-6%	0%	0%	2%	-2%	-6%	-2%	-8%
Integrin act MD	6%	-35%	?	-26%	-15%	2%	-33%	9%	24%	6%
TRPV1 agonist	4	22	1	4	.	12	?	4	3	-4

(31) CCC(Oc1ccccc1F)C(=O)NCCCn1ccnc1 (configuration not stated)
(32) CCSc1nnc(NC(=O)C2CCN(S(=O)(=O)c3c(C)c(C)cc(C)c3C)CC2)s1
(33) COc1ccc(N2CCC(N3CCN(C)C(CCO)C3)CC2)cc1 (configuration not stated)
(34) COCCn1c(C)cc(C(=O)CSc2ccc(NC(C)=O)cc2)c1C
(35) Cc1sc2ncnc(Nc3ccc(O)cc3)c2c1C
(36) CCO[C@H]1OC(C(N)=O)=C[C@@H](C2CC2)[C@@H]1CCCO
(37) N#CCCN(CCC#N)C(=O)c1ccc2c(c1)OCO2
(38) CNc1ccc(S(=O)(=O)NCC(=O)OC(C)C(=O)N(C)Cc2ccccc2)cc1[N+](=O)[O-] (configuration not stated)
(39) CN(c1cccc(Cl)c1)S(=O)(=O)c1cccc(C(=O)NCc2ccncc2)c1
(40) CCS(=O)(=O)c1nc(S(=O)(=O)c2ccc(Cl)cc2)c(N2CCCC2)s1
Screen / compound no.	31	32	33	34	35	36	37	38	39	40
ELG1 DNA repair	3%	-10%	6%	?	0%	.	-7%	15%	-5%	11%
MLL CXXC-DNA inh	-5%	5%	1%	-3%	2%	.	8%	.	.	8%
B2AR arrestin	-1.1%	-0.5%	-0.3%	0.1%	-0.2%	.	0.3%	-0.4%	0.0%	0.3%
TCR act	-4%	-1%[46.1 µM]	2%	5%	0%	1%	-1%	.	18%	3%
p53 reactivation	-5%	3%	6%	4%	1%	.	-14%	6%	13%	-4%
A-T KAP1 phos	-2%	4%	0%	6%	-5%	.	5%	-7%	-8%	5%
BRCA1 expr up	-12%	.	-8%	7.1µM*	0%	-13%	3%	-4%	-19%	8%
TSG101-PTAP inh	-3%	.	-8%	-4%	4%	-2%	2%	-4%	-4%	-8%
Integrin act MD	28%	.	42%	8%	12%	-17%	19%	-18%	0%	?
TRPV1 agonist	0	-2	0	3	.	.	1	0	?	7

# Compound activity (PubChem BioAssay)
